# Screens from PubChem BioAssay.
# All columns: NCI-60 one-dose screen, growth in % after 48 h at 10 µM unless noted; 100 = growth as untreated, 0 = no growth, -100 = all killed.
# IGROV1 = IGROV1 ovarian cancer. hit rate 4.7% among 79,000
# TK-10 = TK-10 renal cancer cells. hit rate 3.9% among 81,000
# ACHN = ACHN renal cancer; hit rate 4.9% among 81,000; AID 1794771
# UO-31 = UO-31 renal cancer | hit rate 5.2% among 81,000
# SN12C = SN12C renal cancer cells | hit rate 3.8% among 81,000
# CAKI-1 = CAKI-1 renal cancer | AID 1794772 | hit rate 4.7% among 75,000
# 786-0 = 786-0 renal cancer cells; hit rate 5.1% among 81,000; AID 1794775
# NCI/ADR-RES = NCI/ADR-RES ovarian cells; hit rate 4.4% among 81,000; AID 1794790
# Starred values were filed as active, the others as inactive; nt = not tested or not shown; & = joins results of further samples; [ ] = remark or other dose. How the source made its calls: active means growth percent below 10; inactive means the rest. A portion of the library; count on the stated rates, not on these rows.
SMILES,IGROV1,TK-10,ACHN,UO-31,SN12C,CAKI-1,786-0,NCI/ADR-RES
CC(C)Nc1ccc(Nc2ccccc2)cc1,27,45,31,83,20,42,52,75
CCC[CH2][Sn]1([CH2]CCC)[O]C(=O)c2cccc([N+](=O)[O-])c2C(=O)[O]1,-76*,-96*,-100*,-100*,-83*,-93*,-97*,-54*
OCN1CCOCC1,94,107,114,91,100,95,nt,100
Cc1cccc(CC(O)C(Cl)(Cl)Cl)n1 (configuration not stated),124,107,100,103,88,97,109,104
O=P(Oc1ccccc1)(N1CCOCC1)N1CCOCC1,109,104,103,81,107,nt,105,105
COc1cc(-n2c(=S)[nH]c3ccc(Br)cc3c2=O)cc(OC)c1OC,115,108,105,92,97,99,109,110
CNC(=O)Oc1ccccc1,116,122,105,99,nt,113,104,102
O=C1CC(=O)N(Cc2ccccc2)C(=O)N1,111,99,112,85,101,101,102,109
CCC(=O)Nc1ccccc1,99,102,102,86,108,nt,100,111
C1CN2CN3CCN(CN1C3)C2,55,91,99,85,93,95,123,113
CC(C)CCC[C@@H](C)[C@H]1CC[C@H]2[C@@H]3C/C(=N\OC(=O)Cc4ccc(N(CCCl)CCCl)cc4)C4=CC(=O)CC[C@]4(C)[C@H]3CC[C@]12C,88,101,86,82,94,76,104,87
COC(=O)C1(C(=O)OC)N=C(C)OO1,118,112,105,92,98,102,109,107
CC12NCC(Cn3c1cc1ccccc1c3=O)O2 (configuration not stated),114,104,112,94,112,93,103,114
C[N+]1([O-])C2CCC1CC(O)C2 (configuration not stated),121,145,96,93,101,115,126,97
O=C(O)CC(NC(=O)CP(=O)(O)O)C(=O)O (configuration not stated),110,100,103,86,103,103,91,113
C[C@H]1[C@H](OC(=O)CCC(=O)Nc2cnccn2)O[C@@H]2OC3(C)CC[C@H]4[C@H](C)CC[C@@H]1[C@@]24OO3,26,42,25,11,45,43,54,19
CN1CCC(O)(c2ccc(F)cc2)C(C(=O)c2ccc(F)cc2)C1 (configuration not stated),96,110,101,85,104,104,102,103
Cc1ccc(C[As+](c2ccccc2)(c2ccccc2)c2ccccc2)cc1,9.5*,17,49,69,3.8*,60,14,99
Clc1cccc(Cl)c1NC1=NCCS1,108,101,104,94,99,91,105,105
CC(C)c1cc(C(C)C)c(CCN(C)C)c(C(C)C)c1,101,113,101,90,nt,96,92,94
CC(C)(Cl)C(N)=O,102,101,111,93,98,88,100,98
C/C(=N/OC(=O)N(C)C)c1ccc([N+](=O)[O-])cc1,112,107,121,93,101,104,115,104
CC12CCC3C(CC=C4C[C@@H](O)CCC43C)C1C/C(=C\c1ccc(OCC(=O)O)cc1)C2=O (some centres not stated),116,109,115,82,106,100,97,105
CCOP(=O)(OCC)/C(C#N)=C/c1cccn1N(C)C,116,94,105,77,90,96,101,101
CC(C)(C(Cl)(Cl)[N+](=O)[O-])C(Cl)(Cl)[N+](=O)[O-],101,92,105,95,103,103,105,101
COc1ccccc1C=C1C(=O)NC(=S)NC1=O,109,118,105,78,101,92,115,109
CC(C)c1ccc(C(Cc2ccccc2)NCCO)cc1 (configuration not stated),83,91,88,75,90,84,69,85
Cn1cccc1-c1cccnc1,103,90,100,94,96,94,103,105
O=NNc1c[nH]c(=O)[nH]c1=O,106,nt,102,96,101,97,98,98
COC12c3ccccc3-c3ccccc3C1[C@@H](C(=O)O)[C@H]2C(=O)O (some centres not stated),105,93,103,95,99,102,104,98
C[C@]12CCc3sc(-c4ccccc4O)nc3C1=CC[C@@H]1[C@@H]2CC[C@]2(C)C(=O)CC[C@@H]12,103,104,99,86,101,83,102,106
CCCCCCCCCCCC#N,128,102,109,84,102,109,95,104
CC1(CCCc2ccc(N(CCCl)CCCl)cc2)NC(=O)NC1=O (configuration not stated),89,95,55,89,66,38,87,92
N#CCc1ccccc1CC#N,91,92,104,61,94,87,105,102
N#Cc1cccnc1,95,110,105,97,98,100,100,107
CCOC(=O)CC(SP(=S)(OC)OC)C(=O)OCC (configuration not stated),91,118,109,75,103,99,99,97
Cc1ccccc1OP(=S)(Oc1ccccc1C)Oc1ccccc1C,91,101,114,90,97,99,98,111
CN(C)C(=O)Oc1ccccc1-c1ccccc1,113,109,104,86,102,nt,106,102
CCC1(CC)C(=O)NC(=S)NC1=O,104,106,106,85,101,88,106,109
CC(C)n1cc(CCN(C)C)c2c(O)cccc21,105,130,102,115,102,91,104,97
CCCC(C)C1(CC)C(=O)NC(=O)NC1=O (configuration not stated),103,118,106,79,94,99,123,112
COc1cc2c(cc1OCCCCn1c(-c3cccs3)nc3ccccc31)N=C[C@@H]1CCCN1C2=O,nt,-23*,-10*,-58*,2.5*,-22*,1.8*,37
COC(=O)[C@@H](C)C[C@H](Cc1ccccc1)NC(=O)c1nc([C@@H](C[C@H](C(C)C)N(C)C(=O)[C@@H](NC(=O)[C@H]2C[C@H](O)CCN2C)C(C)C)OC(C)=O)sc1C(C)C,10,28,11,13,7.7*,24,3.9*,39
CCNc1nc(Cl)nc(NCC)n1,29,116,102,77,102,77,108,101
Brc1ccc2c(c1)c(-c1nc(-c3c[nH]c4ncccc34)cs1)cn2CCN1CCCCC1,47,82,nt,45,80,nt,53,75
N#[N+]c1nc2nc(N)[nH]c(=O)c2[nH]1,107,90,100,72,100,nt,102,101
Oc1ccc(CC2NCCc3cc(O)c(O)cc32)cc1O (configuration not stated),124,124,97,72,96,100,108,103
COc1ccc(C(=O)CN)cc1,109,95,nt,93,98,nt,105,101
O=P(Oc1ccccc1)(Oc1ccccc1)c1ccccc1,86,101,90,97,102,60,96,118
CCC(O)Cc1ccccc1 (configuration not stated),111,106,103,80,102,94,102,100
O=C(N/N=C\c1ccc(N(CCCl)CCCl)cc1[N+](=O)[O-])c1cccnc1,106,121,95,79,97,97,103,99
CC[C@H](C)[C@H]1O[C@]2(C=C[C@@H]1C)C[C@@H]1C[C@@H](C/C=C(\C)[C@@H](O[C@H]3C[C@H](OC)[C@@H](O[C@H]4C[C@H](OC)[C@@H](NC)[C@H](C)O4)[C@H](C)O3)[C@@H](C)/C=C/C=C3\CO[C@@H]4[C@H](O)C(C)=C[C@@H](C(=O)O1)[C@]34O)O2,-32*,-76*,-34*,-63*,-47*,19,-88*,0.6*
O=[N+]([O-])c1ccc(N2CCNCC2)c2nonc12,106,101,101,98,101,105,99,103
O=C1NC(=O)C(=Cc2ccc(Cl)cc2)C(=O)N1,107,109,99,88,96,97,96,111
COC(=O)C1CN1/C(C)=N/N=C1\C(=O)Nc2ccccc21 (configuration not stated),101,104,101,86,98,91,99,106
C#Cc1cccc(Oc2ccc(NS(=O)(=O)F)cc2)c1,93[8.25 µM],99[8.25 µM],98[8.25 µM],56[8.25 µM],72[8.25 µM],74[8.25 µM],89[8.25 µM],95[8.25 µM]
CNCc1cccnc1,114,113,106,94,111,92,107,104
COc1ccc(-n2c(Sc3nnc(N)s3)nc3ccc(Cl)cc3c2=O)cc1,100,96,94,79,105,94,97,105
Cc1cccc2c(C)cccc12,115,106,97,95,104,103,110,110
Oc1cc[c]([Hg][Cl])cc1,88,110,99,100,99,110,102,107

# (listing goes on)
SMILES,IGROV1,TK-10,ACHN,UO-31,SN12C,CAKI-1,786-0,NCI/ADR-RES
O=C1NC(=O)C(=Cc2ccco2)C(=O)N1,94&121,116&100,112&105,78&88,102&109,100&118,106,102&111
CC(=O)Oc1ccccc1C(=O)[Se]C(=NC(C)C)NC(C)C,-90*,-99*,-81*,-100*,-79*,-99*,-96*,-25*
O=C(CN1C(=O)c2ccccc2C1=O)N1CC1,145,118,100,102,126,114,101,118
COP(=O)(CCl)OC,100,96,99,88,101,69,100,109
O=C(N/N=C\c1ccc(N(CCCl)CCCl)cc1)c1cc(-c2ccccc2)nc2ccccc12,88,98,91,77,75,72,79,83
CCCCCCCCOP(=O)(OCCCCCCCC)N(CCO)CCO,105,104,108,86,100,94,98,102
CN1C(=O)C(Cc2ccccc2)C(=O)N(C)C1=O,115,108,98,89,91,103,99,107
O=C1/C(=C\c2ccccc2)N2CCC1CC2,96&103,95&102,97&94,78&73,87&99,86&92,96&104,100&99
O=[N+]([O-])CC(c1ccccc1)c1c(-c2ccccc2)[nH]c2ccccc12 (configuration not stated),79,104,89,66,86,56,84,82
CCOP1(=O)CC(C)=C(Cl)C(P(=O)(OCC)OCC)C1 (configuration not stated),nt,135,110,nt,101,110,115,86
CC1CC2(C)C(CC1=O)CC(C)C1C2CCC2(C)C1CCC2(C)O (configuration not stated),86,108,92,94,100,84,93,80
CN1CCc2cc3c(cc2C1)OCO3,109&105&108,111&99&97,104&109&108,89&88&77,105&96&96,107&92&97,107&103&104,99&102&102

# Given tab-delimited: part of the list above
SMILES	IGROV1	TK-10	ACHN	UO-31	SN12C	CAKI-1	786-0	NCI/ADR-RES
O=C(N/N=C\c1ccc(N(CCCl)CCCl)cc1[N+](=O)[O-])c1cccnc1	106	121	95	79	97	97	103	99
COC(=O)C1CN1/C(C)=N/N=C1\C(=O)Nc2ccccc21 (configuration not stated)	101	104	101	86	98	91	99	106
O=C1/C(=C\c2ccccc2)N2CCC1CC2	96&103	95&102	97&94	78&73	87&99	86&92	96&104	100&99

# Next results:
SMILES,IGROV1,TK-10,ACHN,UO-31,SN12C,CAKI-1,786-0,NCI/ADR-RES
CC(=O)O[C@H]1CC[C@H]2[C@@H]3CC=C4c5nc(-c6cccc(Cl)c6)sc5CC[C@]4(C)[C@H]3CC[C@]12C,99,117,101,88,102,89,106,108
C1=C(c2ccccc2)CCNC1,113,109,109,84,105,104,112,108
Cc1ccccc1N,102,99,107,85,99,101,106,95
Oc1ccc(Br)cc1Br,113,95,100,87,109,102,107,107
CC1=C(C(=O)Nc2ccccc2)SCCO1,108,100,112,92,110,94,102,112
O=[N+]([O-])c1cc(S(=O)(=O)O)cc([N+](=O)[O-])c1Cl,114,107,102,82,110,102,119,103
CN1C(=O)C(c2ccccc2)C(=O)N(C)C1=O,112,106,102,99,103,nt,102,114
CC(C)CS(=O)(=O)C(c1ccccc1)c1ccccc1,89,96,105,83,95,93,96,95
CCCc1ccccn1,115,94,106,97,94,95,95,107
CC(=O)O[C@H](C[C@H](C(C)C)N(C)C(=O)[C@@H](NC(=O)[C@H]1CCCCN1C)C(C)C)c1cccc(C(=O)N[C@@H](Cc2ccccc2)C[C@H](C)C(=O)O)n1,24,69,35,39,22,nt,14,8.2*
c1ccc(N=PNc2ccccc2)cc1 (configuration not stated),105,178,99,77,105,106,109,102
C[C@]12CC[C@H]3[C@@H](C[C@H]4OC[C@@]35CCC(=O)C=C45)[C@@H]1CC[C@@H]2O,113,105,102,91,101,94,102,109

# Seven entries from above, arranged by SMILES length, lowest first.
SMILES,IGROV1,TK-10,ACHN,UO-31,SN12C,CAKI-1,786-0,NCI/ADR-RES
CCCc1ccccn1,115,94,106,97,94,95,95,107
C1=C(c2ccccc2)CCNC1,113,109,109,84,105,104,112,108
c1ccc(N=PNc2ccccc2)cc1 (configuration not stated),105,178,99,77,105,106,109,102
CC(C)CS(=O)(=O)C(c1ccccc1)c1ccccc1,89,96,105,83,95,93,96,95
O=[N+]([O-])c1cc(S(=O)(=O)O)cc([N+](=O)[O-])c1Cl,114,107,102,82,110,102,119,103
C[C@]12CC[C@H]3[C@@H](C[C@H]4OC[C@@]35CCC(=O)C=C45)[C@@H]1CC[C@@H]2O,113,105,102,91,101,94,102,109
CC(=O)O[C@H](C[C@H](C(C)C)N(C)C(=O)[C@@H](NC(=O)[C@H]1CCCCN1C)C(C)C)c1cccc(C(=O)N[C@@H](Cc2ccccc2)C[C@H](C)C(=O)O)n1,24,69,35,39,22,nt,14,8.2*

# Some entries already given, showing only SN12C and UO-31.
structure	SN12C	UO-31
Cc1ccccc1N	99	85
O=[N+]([O-])c1cc(S(=O)(=O)O)cc([N+](=O)[O-])c1Cl	110	82
CC1=C(C(=O)Nc2ccccc2)SCCO1	110	92
C[C@]12CC[C@H]3[C@@H](C[C@H]4OC[C@@]35CCC(=O)C=C45)[C@@H]1CC[C@@H]2O	101	91
Oc1ccc(Br)cc1Br	109	87
CN1C(=O)C(c2ccccc2)C(=O)N(C)C1=O	103	99
